KKLEB tox – reduces viability of KKLEB cystic fibrosis airway cells | KKLEB CF airway cells viability, ATPlite luminescence, overnight; hits give low values; cells stimulated with P. aeruginosa culture filtrate | activity change (cytotoxicity), % at 5 µM | 0.36% of 360,000 active | AID 602141;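 active = corrected activity change at or below -50% at 5 µM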
C8 TRAIL sens – caspase-8 TRAIL sensitization; NB7+C8 cells + TRAIL, ATPlite viability luminescence; AID 624354; inhibition (viability loss, TRAIL sensitization), % at 10 µM; 1% of 360,000 active;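 active = compounds causing at least 50% loss of cell viability in the single-dose screen, relative to plate controls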
CF NFkB inh – inhibitors of cystic fibrosis induced NF-kB | KKLEB NF-kB-GFP reporter, PAF-induced, GFP fluorescence overnight | inhibition, % at 5 µM | 0.86% of 360,000 active;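 active = at least 50% inhibition at 5 µM, scaled per plate between neutral and stimulator controls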;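 also: PAF is a Pseudomonas aeruginosa culture filtrate used as stimulus; plate controls were PAF-stimulated DMSO wells for no effect and unstimulated DMSO wells for full effect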
HIF-2a inh – inhibitors of HIF-2a | 786-0 RCC cells HIF-2a reporter, luciferase luminescence, overnight | inhibition, % at 18.8 µM | 0.72% of 360,000 active;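 active = inhibition of the luminescence signal of 40% or more relative to plate controls, in a single-dose primary screen at 18.75 µM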
Peg3 promoter – Peg3 promoter activity inhibition; 1.7% of 360,000 active; inhibition, % at 20 µM; HeLa PEG-Prom luciferase reporter, luminescence, overnight;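 active = inhibition of at least 50% at 20 µM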
Shn3 inh set2 – inhibitors of Schnurri-3 3'UTR reporter in osteoblasts | Clone20 osteoblast Shn3 3'UTR firefly luciferase, 24 h | inhibition, % at 12.5 µM | 0.52% of 360,000 active;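 active = mean inhibition of at least 75% with every replicate also reaching 75%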;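 also: 0% = median of neutral control wells and 100% = pilot-screen positive control compound; some compounds past the cut are filed as inactive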
NR2E3 ag-1 – agonists of human NR2E3 nuclear receptor; CHO-S Gal4-NCOR/VP16-NR2E3 two-hybrid, luciferase; AID 602229; inhibition of corepressor binding, % at 3.98 µM; 0.35% of 360,000 active;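 active = inhibition above the mean of all tested compounds plus 3 SD, cut at about 70% in these data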;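 also: 0% = DMSO with NR2E3 transfected cells and 100% = cells lacking NR2E3 construct; higher means lower luciferase signal from less NR2E3 corepressor binding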
Target sequence (Q9Y5X4 whole entry, looked up, the tested form may be a part): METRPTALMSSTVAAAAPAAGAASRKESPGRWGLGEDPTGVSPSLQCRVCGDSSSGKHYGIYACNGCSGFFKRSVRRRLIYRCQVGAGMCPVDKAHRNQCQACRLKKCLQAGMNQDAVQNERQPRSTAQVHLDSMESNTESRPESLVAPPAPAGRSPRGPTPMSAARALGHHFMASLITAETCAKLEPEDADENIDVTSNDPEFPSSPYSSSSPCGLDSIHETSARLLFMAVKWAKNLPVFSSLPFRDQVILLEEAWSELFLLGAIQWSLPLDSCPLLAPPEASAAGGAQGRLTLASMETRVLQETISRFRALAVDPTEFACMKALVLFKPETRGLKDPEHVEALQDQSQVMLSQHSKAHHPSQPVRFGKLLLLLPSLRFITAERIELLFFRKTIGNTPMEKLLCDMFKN
iPSC survival up – increases survival of single human iPS cells | hiPSC single-cell survival, ATPlite luminescence; 100% = ROCK inhibitor wells, 0% = DMSO | survival enhancement, % at 20 µM | 0.044% of 360,000 active; in the data active = survival enhancement above about 18%;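 also: cells exposed to compounds for 16 hours before the ATP read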
TRPM1 prom inh – MITF TRPM1 promoter inhibition in SK-MEL-5 cells | SK-MEL-5 TRPM1 promoter luciferase, 24 h | inhibition, % at 12.5 µM | 0.83% of 330,000 active | AID 488899;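 active = mean inhibition across replicates of 60% or more, whatever share of single replicates reaches that level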; also: values of inactives mirror those of a sister screen read the other way
EBV LMP1 NFkB – reduces LMP1-driven NF-kappaB luciferase signal; 0.69% of 350,000 active; LMP1-induced NF-kappaB luciferase reporter cells, luminescence; AID 504558; inhibition, % at 12.5 µM; in the data active = inhibition above about 41%;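 also: 0% = neutral control wells and 100% = reference inhibitor control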
NR2E3 ag-2 – agonists of human nuclear receptor NR2E3; inhibition of corepressor binding, % at 4.78 µM; GST-NR2E3/biotin-RetCOR TR-FRET, 1536-well; AID 2300; Q9Y5X4; 0.12% of 320,000 active;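 active = percent inhibition above the cutoff of mean plus 3 SD of all tested compounds, set per screening campaign, cut at about 20% in these data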;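 also: 0% = DMSO wells and 100% = biotin wells as full block of FRET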
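Format: 1536-well format; test system: GST-NR2E3 and biotin-RetCOR proteins; read-out basis: percent inhibition of TR-FRET ratio; timing: 5 h incubation at 4 °C; detection: time-resolved FRET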
The depositor's hits bear a star; . = not tested or not shown. An excerpt. The share of hits here may be higher or lower than overall.

1) COc1cc(OC)cc(C(=O)N2CCN(c3ccc(N4CCOCC4)nn3)CC2)c1
2) COc1ccc(Cl)cc1NC(=O)Cn1nnc(C(=O)NCCc2ccc(OC)c(OC)c2)c1N
3) CCOC(=O)C1CCN(Cc2ccc(OC)c(C)c2OC)CC1
4) O=C(CSc1nc2ccccc2s1)CSc1nc2ccccc2s1
5) Cc1cc2nncn2c(Cc2ccccc2)n1
6) CCCCc1c(O)nc(SCC(=O)Nc2ccc(C)cc2)n(-c2ccc(OC)cc2)c1=O
7) CN1CCN(S(=O)(=O)c2cccc(C(=O)NCc3ccc(Cl)cc3)c2)CC1
8) O=C(CSCc1ccccc1)Nc1ccccc1C(=O)Nc1ccc(C(=O)O)cc1

assay / compound	1	2	3	4	5	6	7	8
KKLEB tox	3	-5	-1	3	0	-2	-2	-4
C8 TRAIL sens	-6	-4	-5	-2	-4	-6	-1	-14
CF NFkB inh	20	15	15	-7	9	-22	0	7
HIF-2a inh	-5	18	7	-34	31	2	-14	-27
Peg3 promoter	-4	5	6	9	12	-3	30	-34
Shn3 inh set2	1	-6	-9	-8	-19	-27	-5	-6
NR2E3 ag-1	15	-50	-7	-44	5	7	-26	-5
iPSC survival up	-0.1	1.4	0.3	-1.2	0.3	-0.4	-0.4	-0.4
TRPM1 prom inh	-8	-10	-4	2	14	8	-2	-19
EBV LMP1 NFkB	-2	7	-3	0	-2	-3	2	-2
NR2E3 ag-2	0	1	2	4	1	-1	1	0

9) CCc1nc2c(OCCC3CCCCC3)cccn2c1N(C)C(=O)c1ccc(OC)cc1
10) CN(C)S(=O)(=O)c1ccc(C(=O)OCC(=O)Nc2ccc(OC(F)F)cc2)cc1
11) COC(=O)c1cccc(-n2c(=O)n(Cc3ccccc3)c(=O)c3[nH]cnc32)c1C
12) COc1cccc(-c2nnc(-c3ccc(C)o3)o2)c1
13) CC1Cc2nc(SCC(=O)Nc3ccc4c(c3)OCO4)n(Cc3ccccc3)c(=O)c2S1 (configuration not stated)
14) COCC(C)NC(=O)CSc1nnc(-c2cccc(S(=O)(=O)N3CCCCC3)c2)o1 (configuration not stated)
15) Cc1nc(SCC(=O)c2cc(C)n(C3CC3)c2C)c2ccccc2n1
16) CN1CCN(C(=O)c2ccccc2NC(=O)c2cccc(Cl)c2)CC1

assay / compound	9	10	11	12	13	14	15	16
KKLEB tox	0	-6	4	-17	13	1	-11	8
C8 TRAIL sens	4	-10	9	58*	11	-6	26	-4
CF NFkB inh	6	13	7	0	-5	-12	2	-11
HIF-2a inh	15	7	11	-119	-299	16	-5	21
Peg3 promoter	29	8	2	-157	-176	-12	-7	5
Shn3 inh set2	-2	12	-4	-81	-35	3	47	1
NR2E3 ag-1	-8	-7	-24	-146	-83	4	-7	-21
iPSC survival up	-0.8	-0.3	1.3	-5.0	0.0	-0.3	1.0	-0.3
TRPM1 prom inh	.	-2	8	-11	-58	-1	.	-5
EBV LMP1 NFkB	.	-1	4	1	-40	9	16	-11
NR2E3 ag-2	.	-3	-1	1	0	-2	.	-1

17) COc1ccc(N(C(=O)CNC(=O)c2ccco2)C(C(=O)NC2CCCC2)c2ccncc2)cc1 (configuration not stated)
18) CCCSc1nc(C)cc(C)c1S(=O)(=O)c1ccccc1C
19) COc1ccc(NC(=O)/C(=C/c2cccs2)NC(=O)c2ccco2)cc1
20) COC(=O)c1cc(-c2ccc(OC)c(OC)c2)on1
21) O=[N+]([O-])c1ccc(N2CCCCC2)cc1NCCOc1ccccc1
22) CCCCc1nnc(NC(=O)c2ccccc2OCc2c(C)noc2C)s1
23) Cc1ccc(C(=O)Nc2nc(-c3ccccn3)cs2)s1
24) Cc1ccc(C)c(OCc2cc(C(=O)NC(c3ccccn3)C(F)(F)F)no2)c1 (configuration not stated)

assay / compound	17	18	19	20	21	22	23	24
KKLEB tox	-6	7	5	5	-24	-9	7	9
C8 TRAIL sens	0	-1	1	3	18	0	22	13
CF NFkB inh	14	-7	-3	-14	15	24	-33	15
HIF-2a inh	14	28	15	9	-86	-34	-233	-22
Peg3 promoter	15	26	-23	18	-40	-26	-109	4
Shn3 inh set2	4	27	-4	5	13	4	48	2
NR2E3 ag-1	1	-32	-11	-6	-12	-32	51	-17
iPSC survival up	0.2	7.4	1.2	2.6	1.7	-0.4	-0.3	-0.3
TRPM1 prom inh	-4	3	5	-1	-10	-18	19	6
EBV LMP1 NFkB	-13	-1	14	-4	-11	4	27	8
NR2E3 ag-2	3	2	2	0	3	-1	4	2

25) CCOCC(=O)Nc1cc(S(=O)(=O)N2CCOCC2)ccc1N1CCCCC1
26) COc1ccc(OS(=O)(=O)c2ccc(N3C(=O)CCC3=O)cc2)cc1
27) COc1cccc(N2C(=O)CC(N3CCc4ccccc4C3)C2=O)c1 (configuration not stated)
28) CC(C)NC(=O)Nc1n[nH]c(Nc2ccc(Cl)cc2)n1
29) Cc1cc(NC(=O)Cc2ccsc2)ccc1Br
30) O=C(Nc1cccc(S(=O)(=O)N2CCCCC2)c1)c1cc(=O)[nH]c2ccccc12
31) CC(C)CN(CC(C)C)C(=O)C12CCC(C)(C(=O)O1)C2(C)C (configuration not stated)
32) COc1ccc(OCc2cc(C(=O)NC(C)Cc3ccccn3)no2)c(Cl)c1 (configuration not stated)

assay / compound	25	26	27	28	29	30	31	32
KKLEB tox	10	7	5	-28	-12	2	13	-17
C8 TRAIL sens	-3	15	-6	-15	1	-4	-6	16
CF NFkB inh	-6	-1	-5	44	3	-8	-10	-13
HIF-2a inh	13	19	9	-22	-210	19	4	-112
Peg3 promoter	8	5	-2	-7	-187	16	-2	-87
Shn3 inh set2	-3	-9	-2	.	-53	2	19	4
NR2E3 ag-1	-15	-34	10	-3	-59	5	-17	-14
iPSC survival up	-0.7	-0.5	-0.2	-0.2	0.0	6.7	1.1	0.1
TRPM1 prom inh	22	1	18	-7	-100	14	7	0
EBV LMP1 NFkB	-2	-5	3	-8	.	1	1	-13
NR2E3 ag-2	0	2	0	1	-3	.	0	3

33) Cn1nnnc1SCC(=O)N1N=C(c2cccs2)CC1c1cccs1 (configuration not stated)
34) O=C(CN1C(=O)NC2(CCc3ccccc32)C1=O)NCC(=O)Nc1ccc(F)cc1 (configuration not stated)
35) CCc1nc2c(OCc3c(C)noc3C)cccn2c1N(C=O)Cc1ccccc1
36) c1cncc(-c2noc(CC3CCCCC3)n2)c1
37) CS(=O)(=O)c1ccccc1C(=O)N(CCc1ccccc1)Cc1ccccc1
38) O=C(NCCCn1ccnc1)c1ccc(Br)o1
39) Cc1ccc(NC(=O)CN(C)C(=O)c2nn(C)c(=O)c3ccccc23)cc1
40) Clc1ccc(OCCOCCNCc2ccccc2)cc1Cl

assay / compound	33	34	35	36	37	38	39	40
KKLEB tox	-11	-12	-3	-3	-10	-1	17	-6
C8 TRAIL sens	-8	-5	-3	-2	-5	-2	1	-9
CF NFkB inh	-14	18	-10	3	2	17	2	4
HIF-2a inh	-7	10	1	-168	7	10	7	8
Peg3 promoter	19	-12	2	-135	5	1	17	-17
Shn3 inh set2	1	-6	-10	-58	-17	-11	4	3
NR2E3 ag-1	-7	-41	-9	-12	-11	-6	4	18
iPSC survival up	-0.4	-0.2	0.5	-1.9	-0.1	-0.3	0.6	-0.4
TRPM1 prom inh	-4	8	.	-67	-15	-4	9	-5
EBV LMP1 NFkB	0	-2	.	-21	-16	-1	0	3
NR2E3 ag-2	.	2	.	3	0	3	0	1

Molecules listed so far containing a Cl atom:
2) COc1ccc(Cl)cc1NC(=O)Cn1nnc(C(=O)NCCc2ccc(OC)c(OC)c2)c1N
7) CN1CCN(S(=O)(=O)c2cccc(C(=O)NCc3ccc(Cl)cc3)c2)CC1
16) CN1CCN(C(=O)c2ccccc2NC(=O)c2cccc(Cl)c2)CC1
28) CC(C)NC(=O)Nc1n[nH]c(Nc2ccc(Cl)cc2)n1
32) COc1ccc(OCc2cc(C(=O)NC(C)Cc3ccccn3)no2)c(Cl)c1 (configuration not stated)
40) Clc1ccc(OCCOCCNCc2ccccc2)cc1Cl

assay / compound	2	7	16	28	32	40
KKLEB tox	-5	-2	8	-28	-17	-6
C8 TRAIL sens	-4	-1	-4	-15	16	-9
CF NFkB inh	15	0	-11	44	-13	4
HIF-2a inh	18	-14	21	-22	-112	8
Peg3 promoter	5	30	5	-7	-87	-17
Shn3 inh set2	-6	-5	1	.	4	3
NR2E3 ag-1	-50	-26	-21	-3	-14	18
iPSC survival up	1.4	-0.4	-0.3	-0.2	0.1	-0.4
TRPM1 prom inh	-10	-2	-5	-7	0	-5
EBV LMP1 NFkB	7	2	-11	-8	-13	3
NR2E3 ag-2	1	1	-1	1	3	1

The results go on.
41) CCOC(=O)CS(=O)(=O)c1ccccc1
42) Cc1cc(Cl)ccc1C(O)c1ncc(-c2ccc(F)cc2)[nH]1 (configuration not stated)
43) CCCCCC(=O)N1CC2(CC(c3cccc(NC(=O)[C@@H]4CCC(=O)N4)c3)=NO2)C[C@@H]1C(N)=O (some centres not stated)
44) O=C(Nc1cccc(-c2cn3ccccc3n2)c1)C1CC1
45) CC(/C=C1\SC(=S)N(CCC(=O)Nc2ccc(O)cc2)C1=O)=C\c1ccccc1
46) CCC(C(=O)NC1CCCCCC1)n1nc(C)c2c(C)n(-c3ccccc3)nc2c1=O (configuration not stated)
47) CCCc1nc2oc3c(NCC(C)O)ncnc3c2c2c1CCCC2 (configuration not stated)
48) CCn1c(=O)cc(OCC(=O)NCc2ccc(C)o2)c2ccccc21

assay / compound	41	42	43	44	45	46	47	48
KKLEB tox	14	16	-23	4	4	0	-1	-10
C8 TRAIL sens	1	-12	-8	4	27	1	-2	-7
CF NFkB inh	-13	-26	0	-7	3	-18	7	-15
HIF-2a inh	12	14	2	-116	-60	-19	0	-1
Peg3 promoter	3	13	-9	-61	17	-7	-1	-4
Shn3 inh set2	-9	39	-30	3	-4	38	-21	6
NR2E3 ag-1	-3	59	-23	-25	-11	-15	-7	-43
iPSC survival up	0.4	-1.1	-0.5	-1.5	-0.4	-0.2	0.2	-3.8
TRPM1 prom inh	-6	.	7	-24	8	11	.	3
EBV LMP1 NFkB	2	.	0	-6	-3	2	.	-12
NR2E3 ag-2	2	.	0	0	0	0	2	0

49) COc1cccc(/C=N/NC(=O)c2ccc(=O)n(C)c2)c1O
50) CCN(CC)S(=O)(=O)c1cccc(C(=O)Nc2cc3oc4ccccc4c3cc2OC)c1
51) CCCc1cc(=O)[nH]c(SCC(=O)OCc2ccccc2)n1
52) OC(COCC1COc2ccccc2O1)CN1CCN(c2ccc(F)cc2)CC1 (configuration not stated)

assay / compound	49	50	51	52
KKLEB tox	-4	11	-12	-2
C8 TRAIL sens	46	12	-10	12
CF NFkB inh	18	22	-1	-7
HIF-2a inh	21	11	12	5
Peg3 promoter	12	-16	-16	2
Shn3 inh set2	-8	9	-8	18
NR2E3 ag-1	-2	5	-9	-9
iPSC survival up	-2.3	0.4	-0.1	-0.1
TRPM1 prom inh	28	-14	-3	6
EBV LMP1 NFkB	-2	-20	4	1
NR2E3 ag-2	0	0	5	2
